# Screening results: PubChem, several laboratories
# MRP reversal = reversal of MRP1-mediated doxorubicin resistance, primary screen, H69AR cells, doxorubicin co-treatment; H69AR cells + 2 uM doxorubicin, CellTiter-Glo, 72 h; differential viability (reversal), % at 10 µM; 0.04% of 85,000 active;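 active = viability drop by adding the cancer drug above about 55%, with treated viability meeting a 40% cutoff, limit read from the data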;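 note: viability without doxorubicin minus viability with 2 µM doxorubicin for each compound; larger differential means the compound sensitizes cells more to doxorubicin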
# Bcl-B displacement = displacers of TR3 peptide from Bcl-B, primary screen, selectivity assay for Bfl-1 inhibitor project, biochemical, fluorescence polarization. Bcl-2-like protein 10 (Homo sapiens). FP displacement of FITC-TR3 peptide from Bcl-B; higher % means a stronger effect. displacement, % at 20 µM, or IC50 in µM where a hit was titrated. 0.11% of 96,000 active. AID 748, 2007;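 active = displacement above 50% at 20 µM plus a fluorescence interference ratio under 1.5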;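 note: plate controls were wells without compound for no effect and wells lacking Bcl-B protein for full effect; a part of the inactive calls stands beside numbers as strong as those of hits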
# NFkB transloc pot = enhancers of NFkB p65 translocation in HUVEC – imaging, IL-1B stimulus, high-content imaging, primary screen. activation, % at 2 µM. AID 819, 2007. 0.3% of 94,000 active. HUVEC IL-1B NFkB p65 nuclear translocation imaging;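 active = activation above 40%, about the mean plus 3 SD, also judged a hit on visual image review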;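 note: percent activation is computed from the nuclear over cytoplasmic p65 intensity ratio; values of inactives mirror those of a sister screen read the other way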
# PLAP inhibitors HTS = PLAP enzyme inhibitors, biochemical, luminescence, HTS (AID 690); Alkaline phosphatase, placental type (Homo sapiens); inhibition, % at 20 µM, or IC50 in µM where a hit was titrated; purified PLAP, luminescent substrate; higher % means a stronger effect; 0.08% of 96,000 active; in the data active = a potency from the dose series; inactive = the rest, 99 in 100 with inhibition below about 30%; note: strong numbers were not always called active
# NFkB transloc inh = inhibitors of IL-1B driven NFkB p65 nuclear import, primary screen, imaging, HUVEC, IL-1B stimulus, high-content imaging | inhibition, % at 2 µM | AID 796, 2007 | HUVEC IL-1B NFkB p65 nuclear translocation imaging | 0.43% of 94,000 active;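 active = inhibition above about 30% together with a positive call from visual inspection of the well image, limit read from the data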;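 note: nuclear over cytoplasmic p65 intensity ratio measured by imaging; 0% = IL-1B stimulated DMSO wells and 100% = unstimulated DMSO wells; values of inactives mirror those of a sister screen read the other way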
# MRP reversal cytotoxicity = second read-out of MRP reversal, no call of its own (marks repeat the call); viability, %; H69AR cells, CellTiter-Glo, 72 h; measured here: cytotoxicity without doxorubicin
# MRP reversal with doxorubicin = further read-out of MRP reversal, marked with its call; viability, %; measured here: viability with 2 uM doxorubicin; hits give low values
# NFkB transloc inh cell count 2 µM = recorded beside NFkB transloc inh, whose call it bears; cell count; measured here: cells passing quality filter;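 raw number of nuclei counted in each imaged well without normalization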
# NFkB transloc pot cell count 2 µM = also measured in NFkB transloc pot; calls as there; cell count; measured here: cells passing quality filter
# Starred values were filed as active, the others as inactive; nt = not tested or not shown.
# The first 12 records, ahead of the listing:
SMILES,MRP reversal,MRP reversal cytotoxicity,MRP reversal with doxorubicin,Bcl-B displacement,NFkB transloc pot,NFkB transloc pot cell count 2 µM,PLAP inhibitors HTS,NFkB transloc inh,NFkB transloc inh cell count 2 µM
C/C(Cl)=C/Cn1c(N2CCCC2)nc2c1c(=O)n(C)c(=O)n2C,7,33,26,5%,10,148,-55%,-10,148
CC(C)(C)NC(=O)Cn1nnc(-c2ccc(S(C)(=O)=O)cc2)n1,0,99,99,4%,9,103,0%,-9,103
Cc1ccc(C2C(C#N)=C(N)Oc3c2sc2ccccc32)o1 (configuration not stated),-32,13,45,-70%,0,167,-12%,0,167
CCOc1ncccc1C(=O)OCC(=O)NCCc1ccccc1,7,100,93,2%,13,132,20%,-13,132
CC(C)CCSc1nc(N2CCOCC2)c2c(c1C#N)CC(C)(C)OC2,30,60,30,1%,-11,97,-27%,11,97
O=C(CCN1CCCC1)Nc1cccc(Br)c1,4,101,98,-6%,16,179,-5%,-16,179
CC(=O)Nc1nc(C)c(Oc2ccccc2)c(=O)[nH]1,7,93,86,-5%,-4,150,-19%,4,150
CCOC(=O)N1CCN(CC(=O)Nc2c(C(=O)OC)[nH]c3ccc(Cl)cc23)CC1,5,51,46,-6%,4,197,-61%,-4,197
c1ccc(C[n+]2csc3ccccc32)cc1,nt,nt,nt,5%,15,122,0%,-15,122
COc1cccc(C2c3c(oc4ccc(F)cc4c3=O)C(=O)N2CCCN2CCOCC2)c1 (configuration not stated),6,97,91,2%,nt,nt,-27%,nt,nt
CCCCc1ccc(NC(=O)COCC)cc1,20,95,75,-7%,3,101,-2%,-3,101
COC(=O)c1ccccc1NC(=S)NC(=O)CC(C)C,nt,nt,nt,-2%,nt,nt,2%,nt,nt

# The listing (from the top)
SMILES,MRP reversal,MRP reversal cytotoxicity,MRP reversal with doxorubicin,Bcl-B displacement,NFkB transloc pot,NFkB transloc pot cell count 2 µM,PLAP inhibitors HTS,NFkB transloc inh,NFkB transloc inh cell count 2 µM
C/C(Cl)=C/Cn1c(N2CCCC2)nc2c1c(=O)n(C)c(=O)n2C,7,33,26,5%,10,148,-55%,-10,148
CC(C)(C)NC(=O)Cn1nnc(-c2ccc(S(C)(=O)=O)cc2)n1,0,99,99,4%,9,103,0%,-9,103
Cc1ccc(C2C(C#N)=C(N)Oc3c2sc2ccccc32)o1 (configuration not stated),-32,13,45,-70%,0,167,-12%,0,167
CCOc1ncccc1C(=O)OCC(=O)NCCc1ccccc1,7,100,93,2%,13,132,20%,-13,132
CC(C)CCSc1nc(N2CCOCC2)c2c(c1C#N)CC(C)(C)OC2,30,60,30,1%,-11,97,-27%,11,97
O=C(CCN1CCCC1)Nc1cccc(Br)c1,4,101,98,-6%,16,179,-5%,-16,179
CC(=O)Nc1nc(C)c(Oc2ccccc2)c(=O)[nH]1,7,93,86,-5%,-4,150,-19%,4,150
CCOC(=O)N1CCN(CC(=O)Nc2c(C(=O)OC)[nH]c3ccc(Cl)cc23)CC1,5,51,46,-6%,4,197,-61%,-4,197
c1ccc(C[n+]2csc3ccccc32)cc1,nt,nt,nt,5%,15,122,0%,-15,122
COc1cccc(C2c3c(oc4ccc(F)cc4c3=O)C(=O)N2CCCN2CCOCC2)c1 (configuration not stated),6,97,91,2%,nt,nt,-27%,nt,nt
CCCCc1ccc(NC(=O)COCC)cc1,20,95,75,-7%,3,101,-2%,-3,101
COC(=O)c1ccccc1NC(=S)NC(=O)CC(C)C,nt,nt,nt,-2%,nt,nt,2%,nt,nt
CN(CC1CCCO1)S(=O)(=O)c1ccc(C(=O)Nc2nc(-c3ccccn3)cs2)cc1 (configuration not stated),-19,55,74,0%,20,174,-64%,-20,174
Cc1cc(C)nc(NC(=O)CCCC(=O)O)c1,10,97,87,-1%,-1,89,-4%,1,89
O=C(Nc1cccc(Br)c1)/C(=C\c1cccnc1)NC(=O)c1ccco1,nt,nt,nt,-4%,-2,117,-5%,2,117
CCOC(=O)c1sc(N(C)C)nc1-c1ccccc1,6,85,78,nt,-6,173,nt,6,173
FC(F)(F)c1cc(C(F)(F)F)c2ccc(N3CCN(c4ncccn4)CC3)nc2n1,nt,nt,nt,0%,19,119,13%,-19,119
CCCCN(C)S(=O)(=O)c1c(C)[nH]c(=O)[nH]c1=O,5,103,98,-6%,-1,68,25%,1,68
O=C(O)CCCC(=O)Nc1cccc2cccnc12,nt,nt,nt,-10%,0,123,11%,0,123
O=C(CN(Cc1ccco1)C(=O)CNS(=O)(=O)c1ccc(Cl)cc1)NCc1ccc(F)cc1,18,87,69,nt,30,125,nt,-30,125
CCOC(=O)c1sc2nccc(N(C)C)c2c1N=CNOCc1ccccc1,-14,59,74,16%,nt,nt,-59%,nt,nt
CC(=O)c1nn(-c2ccc(Br)cc2)cc1C(=O)c1ccco1,-4,89,93,nt,8,151,nt,-8,151
Cc1ccc(Cl)cc1N1CCN(S(=O)(=O)c2c(C)[nH]c(=O)[nH]c2=O)CC1,12,95,84,-2%,8,148,-7%,-8,148
Cn1c(=O)n(C)c2cc(NC(=O)CSc3nnc(-c4ccccc4O)n3-c3ccccc3)ccc21,-21,33,54,0%,nt,nt,14%,nt,nt
COc1ccc(OCCCCOc2ccccc2Cl)cc1,nt,nt,nt,-1%,4,122,2%,-4,122
CCC(=O)Nc1cccc(NC(=O)CSc2nnnn2C)c1,11,96,85,4%,nt,nt,3%,nt,nt
CCC(NC(=O)c1ccccc1O)c1ccccc1 (configuration not stated),16,99,83,-2%,15,101,6%,-15,101
Cc1ccc(C(=O)/C=C2\NCC(C)NC2=O)cc1 (configuration not stated),-4,88,93,6%,9,167,9%,-9,167
Brc1ccccc1Cn1c(-c2cscn2)nc2ccccc21,-2,83,84,-6%,3,160,5%,-3,160
N#C/C(=C(\O)c1ccco1)c1ccccn1,-8,89,97,1%,-7,93,-9%,7,93
Cc1ccc(-n2c(SCC3CCCCO3)nnc2-c2ccco2)cc1 (configuration not stated),5,68,63,-5%,-10,94,-27%,10,94
COc1cc(C2N(c3cccc(Cl)c3)C(=O)C3CCCN32)cc(OC)c1OC (configuration not stated),14,91,77,-19%,-5,199,-53%,5,199
O=C(O)C1CCCCC1C(=O)Nc1ccc(F)cc1F (configuration not stated),-12,95,107,-11%,4,155,5%,-4,155
CCc1ccc(C(=O)COC(=O)c2cnccn2)cc1,7,93,86,-9%,20,76,-18%,-20,76
O=C(COC(=O)c1ccccc1O)Nc1ccc(OC(F)F)cc1,-1,94,95,-11%,4,142,20%,-4,142
Clc1nc(-c2ccccc2)cc(-c2ccc(Br)cc2)n1,nt,nt,nt,nt,-2,134,nt,2,134
COc1ccccc1CC(=O)Nc1ccc(-c2noc(COc3ccc(Br)cc3)n2)cc1,-7,19,26,-6%,50*,195*,0%,-50,195
O=S(=O)(Cc1ccccc1Cl)CC(O)COc1ccccc1Cl (configuration not stated),11,88,77,3%,5,92,26%,-5,92
COC(=O)Cc1c(C)nc2nc(-c3ccccc3)[nH]n2c1=O,0,93,93,-12%,5,96,5%,-5,96
Cc1ccc(NC(=O)CN(C)C(=O)CN2C(=O)NC(C)(c3ccccc3)C2=O)cc1 (configuration not stated),nt,nt,nt,5%,12,151,0%,-12,151
CCOC(=O)N1CCN(C(=O)CSc2nnc(-c3cccc(Cl)c3)o2)CC1,-3,77,81,-2%,nt,nt,-21%,nt,nt
Cc1[nH]n2c(=O)cc(C(C)(C)C)nc2c1-c1ccccc1,-10,36,46,-6%,-8,87,-53%,8,87
Cc1cccc2cc3c(NC(=O)C(C)C)nn(C)c3nc12,-2,77,79,4%,11,135,-2%,-11,135
Cc1nn2c3ccccc3nc2n(Cc2ccccc2)c1=O,-13,103,116,nt,4,99,nt,-4,99
COc1cc(CN2CCN(S(=O)(=O)c3ccc(NC(C)=O)cc3)CC2)cc(OC)c1O,-18,93,111,8%,nt,nt,-70%,nt,nt
COc1cc(OC)c(NC(=O)Nc2ccc(OC)c(OC)c2)cc1Cl,-17,51,68,-6%,19,118,10%,-19,118
COc1ccc(-c2noc(COc3ccc4ccccc4c3Br)n2)cc1OC,-1,90,91,-1%,8,132,-29%,-8,132
O=C(NCCCn1ccnc1)c1cc(C2CC2)on1,-20,96,116,12%,nt,nt,-12%,nt,nt
Cc1cc(C)cc(OCC(=O)OCC(=O)Nc2ccc(Cl)cn2)c1,-8,92,101,-14%,3,143,15%,-3,143
CSc1nc(C)c(Cl)c(C)c1C#N,8,110,102,-10%,nt,nt,20%,nt,nt
CCCCCCCC(=O)N/N=C/c1cccnc1,7,99,92,-3%,6,151,23%,-6,151
CC(C)CCNC(=O)CCn1nc(-c2ccccc2)ccc1=O,11,93,81,-4%,-5,99,14%,5,99
COC(=O)CC1SCCNC1=O (configuration not stated),-13,75,88,-2%,20,124,7%,-20,124
COc1cc(C(=O)Nc2nccs2)ccc1OCc1c(C)noc1C,10,84,74,-1%,nt,nt,-21%,nt,nt
CCCn1c(SCC(N)=O)nnc1C(C)C,-2,93,95,-8%,7,177,15%,-7,177
CCc1ccc(N(CC(=O)Nc2ccc(OC)cc2OC)S(C)(=O)=O)cc1,4,84,80,3%,nt,nt,-54%,nt,nt
C=CCc1cccc(OC)c1OCCOCCNCCO,5,89,84,3%,11,104,22%,-11,104
COc1ccc(C(C)=O)cc1CN1C(=O)NC2(CCCCC2)C1=O,25,96,71,-2%,2,56,-2%,-2,56
Cc1ccccc1NC(=O)c1c(-c2ccccc2)noc1C,9,88,79,18%,-8,139,36%,8,139
Cc1sc2nc(SCC(=O)NCc3ccco3)n(CCc3ccccc3)c(=O)c2c1C,0,22,22,0%,-4,111,23%,4,111

# 3 entries already listed, arranged by the number in Bcl-B displacement, ascending.
canonical_smiles	Bcl-B displacement	NFkB transloc pot	NFkB transloc pot cell count 2 µM	PLAP inhibitors HTS
CC(C)CCNC(=O)CCn1nc(-c2ccccc2)ccc1=O	-4%	-5	99	14%
COc1ccc(C(C)=O)cc1CN1C(=O)NC2(CCCCC2)C1=O	-2%	2	56	-2%
COc1cc(C(=O)Nc2nccs2)ccc1OCc1c(C)noc1C	-1%	nt	nt	-21%

# (next part)
SMILES,MRP reversal,MRP reversal cytotoxicity,MRP reversal with doxorubicin,Bcl-B displacement,NFkB transloc pot,NFkB transloc pot cell count 2 µM,PLAP inhibitors HTS,NFkB transloc inh,NFkB transloc inh cell count 2 µM
COc1ccc(N2CCN(C(=O)CN3C(=O)c4ccccc4S3(=O)=O)CC2)cc1,-6,86,92,-6%,15,123,10%,-15,123
Cc1ccc(NC(=O)c2cc([N+](=O)[O-])ccc2NCc2cccnc2)cc1,nt,nt,nt,3%,2,89,12%,-2,89
COc1cc(/C=N/N=C2/NC(=O)C(c3ccccc3)S2)ccc1O (configuration not stated),nt,nt,nt,0%,15,117,-6%,-15,117
FC(F)(F)c1cccc(CON=C2CCN(c3ncc(C(F)(F)F)cc3Cl)CC2)c1,nt,nt,nt,7%,6,163,18%,-6,163
COc1c(N2CCN(C(=S)Nc3ccccc3)C(C)C2)c(F)cc2c(=O)c(C(=O)O)cn(C3CC3)c12 (configuration not stated),nt,nt,nt,1%,12,157,-21%,-12,157
O=C(c1cc2ccccc2oc1=O)N1CCN(Cc2ccc3c(c2)OCO3)CC1,7,92,84,2%,-19,190,-51%,19,190
CC1CCN(S(=O)(=O)c2ccc3c(c2)oc(=O)n3CC(=O)N2c3ccccc3CC2C)CC1 (configuration not stated),-8,91,100,-222%,22,60,-22%,-22,60
COc1ccc(-c2cc(C(F)(F)F)n3ncc(C(=O)NCc4ccco4)c3n2)cc1,-9,47,55,-43%,-8,96,-1%,8,96

# Not all compounds are listed (hit frequency here may not be typical).
